ZTA counter – counter-screen for EBNA-1 inhibitors: inhibitors of Epstein-Barr virus ZTA. ZTA-DNA binding, fluorescence polarization. inhibition, % at 11 µM. hit rate 0.15% among 320,000. P03206; in the data active = inhibition above about 33%
PAFAH2 FP inh – PAFAH2 enzyme inhibitors, primary screen, biochemical, fluorescence polarization, human; AID 492956, 2010; inhibition, % at 3.39 µM; Platelet-activating factor acetylhydrolase 2, cytoplasmic (Homo sapiens), Q99487; hit rate 0.99% among 340,000; recombinant PAFAH2, FP-rhodamine activity probe;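 active = inhibition above the mean over all tested compounds plus 3 SD, cut at about 30% in these data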;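 also: inhibitors block probe labeling of enzyme so polarization drops; 0% = enzyme with DMSO and 100% = wells lacking PAFAH2 protein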
PREPL inh – PREPL enzyme inhibitors, primary screen, biochemical, fluorescence polarization; AID 2751, 2010; hit rate 0.68% among 320,000; inhibition, % at 5.96 µM; Prolyl endopeptidase-like (Homo sapiens), Q4J6C6; recombinant PREPL, fluorescence polarization activity-based probe; in the data active = inhibition above about 43%;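 also: 0% = enzyme with DMSO and 100% = wells lacking enzyme; many of its hits are not listed in these tables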
EBNA-1 inhibitor – EBNA-1 DNA-binding inhibitors, primary screen, biochemical, fluorescence polarization; inhibition, % at 14.8 µM; hit rate 0.34% among 300,000; AID 1950, 2009; in the data active = inhibition above about 28%
PAFAH1B3 FP inh – PAFAH1B3 enzyme inhibitors, primary screen, biochemical, fluorescence polarization, human; AID 492972, 2010; hit rate 0.28% among 340,000; recombinant PAFAH1B3, FP-rhodamine probe; Platelet-activating factor acetylhydrolase IB subunit alpha1 (Homo sapiens), Q15102; inhibition, % at 3.39 µM;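 active = inhibition above the screen-wide average of all tested compounds plus 3 SD, cut at about 25% in these data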;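 also: 0% = enzyme with DMSO only and 100% = wells lacking PAFAH1B3 protein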
PAFAH1B2 FP inh – PAFAH1B2 enzyme inhibitors, primary screen, biochemical, fluorescence polarization, human | Platelet-activating factor acetylhydrolase IB subunit alpha2 (Homo sapiens), P68402 | recombinant PAFAH1B2, FP-rhodamine activity probe | inhibition, % at 3.39 µM | hit rate 1.2% among 340,000 | AID 492953, 2010;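 active = inhibition above the mean of all tested compounds plus 3 SD, cut at about 24% in these data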;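 also: 0% = enzyme with DMSO and 100% = wells lacking PAFAH1B2; many of its hits are not listed in these tables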
Target sequence (P68402 whole entry, looked up): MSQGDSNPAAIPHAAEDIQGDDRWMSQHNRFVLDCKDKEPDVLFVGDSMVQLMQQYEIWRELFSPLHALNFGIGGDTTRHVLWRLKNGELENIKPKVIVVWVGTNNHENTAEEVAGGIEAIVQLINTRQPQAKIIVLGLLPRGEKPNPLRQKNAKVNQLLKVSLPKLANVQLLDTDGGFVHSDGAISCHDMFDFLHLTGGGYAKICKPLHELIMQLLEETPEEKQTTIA
LYPLA2 inh – LYPLA2 inhibitors, primary screen, counter-screen for PME1 inhibitor project, biochemical, fluorescence polarization, FP-Rh probe ABPP. recombinant LYPLA2. AID 2177, 2009. inhibition, % at 5.9 µM. hit rate 0.38% among 320,000. Acyl-protein thioesterase 2 (Homo sapiens), O95372;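 active = inhibition above the screen-wide mean plus 3 SD, limit set per campaign, cut at about 26% in these data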;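 also: 0% = LYPLA2 with DMSO and 100% = wells lacking LYPLA2 enzyme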
pPAFAH inh – pPAFAH enzyme inhibitors, primary screen, biochemical, fluorescence polarization, human; recombinant pPAFAH, FP-rhodamine probe fluorescence polarization; inhibition, % at 3.39 µM; AID 463082, 2010; hit rate 1.5% among 330,000;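 active = inhibition above the mean inhibition across the screen plus 3 SD, cut at about 25% in these data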;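 also: inhibitors block binding of the rhodamine activity-based probe so polarization drops; 0% = enzyme with DMSO and 100% = wells lacking pPAFAH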
Target sequence (Q13093 whole entry, looked up): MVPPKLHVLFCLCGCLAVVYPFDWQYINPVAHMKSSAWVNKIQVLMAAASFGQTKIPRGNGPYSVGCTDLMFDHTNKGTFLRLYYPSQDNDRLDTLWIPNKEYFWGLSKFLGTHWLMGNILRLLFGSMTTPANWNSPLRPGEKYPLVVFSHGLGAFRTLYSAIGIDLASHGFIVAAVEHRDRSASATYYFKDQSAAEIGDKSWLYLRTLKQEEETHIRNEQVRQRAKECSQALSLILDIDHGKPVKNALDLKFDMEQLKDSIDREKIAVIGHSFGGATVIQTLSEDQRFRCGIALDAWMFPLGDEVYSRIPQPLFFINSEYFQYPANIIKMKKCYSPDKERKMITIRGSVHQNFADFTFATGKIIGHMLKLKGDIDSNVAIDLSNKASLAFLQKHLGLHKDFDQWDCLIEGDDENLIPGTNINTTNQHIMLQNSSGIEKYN
LYPLA1 counter – LYPLA1 inhibitors, primary screen, counter-screen for PME1 inhibitor project, biochemical, fluorescence polarization, FP-Rh probe ABPP; hit rate 0.16% among 320,000; inhibition, % at 5.9 µM; Acyl-protein thioesterase 1 (Homo sapiens), O75608; recombinant LYPLA1;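 active = inhibition above the mean of all tested compounds plus 3 SD, set per campaign, cut at about 14% in these data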;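 also: inhibitors block serine hydrolase probe labeling of LYPLA1 so polarization falls; 0% = enzyme with DMSO and 100% = wells lacking LYPLA1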
Target sequence (O75608 whole entry, looked up): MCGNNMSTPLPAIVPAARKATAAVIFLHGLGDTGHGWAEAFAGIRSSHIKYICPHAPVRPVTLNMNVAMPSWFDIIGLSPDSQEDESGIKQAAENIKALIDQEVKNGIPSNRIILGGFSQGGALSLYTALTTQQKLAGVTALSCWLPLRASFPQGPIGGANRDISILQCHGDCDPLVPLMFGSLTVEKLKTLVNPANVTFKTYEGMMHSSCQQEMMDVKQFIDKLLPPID
* marks the source's active call; other numbers are inactive results; . = not tested or not shown. The list is partial; count on the stated rates, not on these rows.

SMILES | ZTA counter | PAFAH2 FP inh | PREPL inh | EBNA-1 inhibitor | PAFAH1B3 FP inh | PAFAH1B2 FP inh | LYPLA2 inh | pPAFAH inh | LYPLA1 counter
COc1ccc(N2C(=O)CC(N3CCCCC3)C2=O)cc1 (stereo unspecified) | -5 | 0 | 4 | -10 | 10 | -2 | 1 | -2 | -1
Cc1ccccc1C(=O)N1CCC(C(=O)NN2C(=O)NC3(CCC(C)CC3)C2=O)CC1 (stereo unspecified) | 2 | 1 | -1 | . | 9 | -1 | -1 | -1 | 6
Cc1[nH]c2ccccc2c1/C=N/NC(=O)c1ccc(N)cc1 | -5 | -4 | -4 | 7 | 8 | 1 | 4 | 2 | 1
CCOC(=O)N1CCN(C(=O)c2ccc(OCC)cc2)CC1 | 9 | -1 | 8 | -4 | 4 | 5 | 1 | 2 | 3
Cc1ccc(S(=O)(=O)N(C)c2ccc(OCc3cccc(C)c3)cc2)cc1 | 0 | -2 | 2 | 0 | 2 | 3 | -1 | 0 | 0
O=C(OCC(=O)N1CCN(C(=O)c2ccco2)CC1)c1ccccc1OCc1ccccc1 | 0 | -4 | 2 | -1 | 2 | -1 | -5 | 5 | -2
O=C(CCNC(=O)c1ccccc1)Nc1nc2ccccc2s1 | -5 | 8 | -3 | . | 8 | -2 | -1 | -4 | 0
CCOc1ccc(NC(=O)CN(C)S(=O)(=O)c2ccc(-c3ccc(=O)[nH]n3)s2)cc1 | -2 | -40 | -20 | 5 | -25 | -11 | -29 | 16 | -14
CCc1ccc(/C=C2\Oc3ccc(C(=O)OC)cc3C2=O)cc1 | 6 | 4 | 4 | -13 | -4 | -4 | 1 | -3 | 1
CCCCOCCCNS(=O)(=O)c1ccccc1 | -6 | 1 | 4 | -5 | -1 | 8 | 9 | 6 | 3
CCCCn1c(CCc2ccccc2)nc2cc3[nH]c(=O)c(C(C)C)nc3cc21 | -14 | -6 | 44* | 15 | 8 | 3 | -6 | 11 | -2
O=C(NCC1CCCCC1)c1cccc(S(=O)(=O)NCc2cccnc2)c1 | 1 | -1 | -4 | -1 | 5 | 0 | 1 | 7 | 2
CCOCCCNC(=O)c1cc(Nc2ccc(OC)cc2OC)nc2ccccc12 | -4 | 0 | 7 | 19 | 11 | 1 | 10 | 4 | 3
Cc1cccc(C(=O)Nc2ccc3c(c2)C(=O)NC3=O)c1 | 4 | 5 | 0 | 13 | -1 | 1 | -4 | 2 | -1
CCOC(=O)Nc1sc2c(c1C#N)CCCC2 | 8 | 0 | -5 | 5 | 0 | 2 | 6 | 0 | 6
COC(=O)Cn1c2[n+](c3ccccc31)CC(O)CS2 (stereo unspecified) | -16 | 2 | -1 | -4 | 1 | 2 | 5 | -3 | 1
CCOc1ccccc1NC(=S)NCCc1ccccc1 | 7 | 3 | -7 | -1 | -2 | 5 | -7 | -9 | -3
CCCCC1S/C(=N/N=C/c2ccc(OC)cc2)N(Cc2ccc(OC)cc2)C1=O (stereo unspecified) | 15 | -4 | 3 | 11 | -2 | 0 | 2 | 4 | -4
COc1ccc(F)cc1C(=O)C1CCCN(C(=O)c2ccc(C(C)=O)s2)C1 (stereo unspecified) | -13 | 6 | 5 | -6 | 4 | 1 | 6 | 3 | 1
C=CCNC(=S)NNC(=O)CC12CC3CC(CC(C3)C1)C2 | -10 | 6 | 9 | -4 | 6 | 10 | 0 | 3 | -1
O=C1CNC(=O)/C(=C/c2ccco2)N1 | -9 | 4 | 7 | -5 | 2 | 1 | -2 | 2 | 0
O=C(C1CC2C=CC1C2)N1CCN(c2ccccc2)CC1 (stereo unspecified) | 4 | -1 | 1 | -2 | 7 | 0 | -2 | -1 | -2
Cc1c(NC(=O)C(C)OC(=O)COc2ccccc2)c(=O)n(-c2ccccc2)n1C (stereo unspecified) | 1 | -2 | 11 | -16 | 11 | 1 | -2 | 5 | 0
Cc1ccc2c(Cl)cc(Cl)c(OCC(=O)N(C(C)C)C(C)C)c2n1 | -23 | -1 | 12 | -5 | 4 | 7 | -6 | -3 | -6
O=C1c2ccccc2C(=O)N1n1c(=O)[nH]c2ccccc2c1=O | 20 | -8 | -1 | 1 | 7 | 1 | 1 | 3 | -2
N/C(=N\OC(=O)c1ccccc1Cl)c1cccnc1 | 3 | -4 | -5 | 3 | -2 | 1 | 13 | 2 | 2
CCCC(=O)NC(Nc1ccc(S(=O)(=O)Nc2cc(C)on2)cc1)(C(=O)OCC)C(F)(F)F (stereo unspecified) | -15 | 4 | -1 | -20 | -1 | -3 | -3 | -5 | 0
Cc1ccc(CONC(=O)c2ccccc2)cc1 | -6 | 1 | -1 | 3 | -1 | 1 | -1 | 2 | 0
CCOC(=O)c1ccc(NC(=S)NCCCN2CCN(C3CCCCC3)CC2)cc1 | -18 | 2 | 14 | -2 | 3 | 0 | 1 | -5 | 2
Cc1cc(C)nc(NC(=O)c2ccc(Br)s2)n1 | -10 | 13 | 11 | -4 | 2 | -1 | 0 | 3 | 2
Cc1ccc(CNC(=O)C2CCCN(S(=O)(=O)c3cnc[nH]3)C2)cc1 (stereo unspecified) | -11 | -1 | -3 | 13 | 8 | 12 | -4 | 2 | -4
Cc1ccc2c(c1)NC(=O)C(CC(=O)NCCCN1CCN(c3cc(Cl)ccc3C)CC1)O2 (stereo unspecified) | 9 | -5 | 2 | -8 | 4 | -7 | 2 | -4 | 3
COC(=O)Cc1[nH]n(-c2nc3ccccc3s2)c(=O)c1C(C)=Nc1ccc(Cl)cc1 | 3 | -4 | -3 | -10 | 3 | 5 | 3 | 10 | 3
COc1ccccc1NC(=S)NCC1CCCCC1 | -1 | -1 | 4 | -14 | 13 | 3 | -2 | 1 | -1
O=C(Nc1ccc(S(=O)(=O)N2CCc3ccccc3C2)cc1)c1ccccc1 | -9 | -75 | -28 | 16 | -16 | -6 | -38 | -30 | -35
CCC(COC(=O)c1ccccc1)Oc1cc(NCc2ccccc2)c2ncn(C(C)C)c2c1 (stereo unspecified) | . | 23 | 37 | . | 9 | 7 | . | 5 | .
Cn1ccc(=Nc2ccc(NC(=O)c3ccc(N=c4ccn(C)c5ccc([N+](=O)[O-])cc45)cc3)cc2)cc1 | 0 | -3 | 42 | -8 | 3 | 5 | 3 | 5 | 0
COc1ccc(NS(=O)(=O)c2cc(N=Nc3c(O)[nH]c(=O)[nH]c3=O)ccc2Cl)cc1 | . | 7 | 4 | . | 3 | 7 | . | 17 | .
CC(CN1CCOCC1)OC(=O)c1ccc(Cl)cc1Cl (stereo unspecified) | 8 | 12 | 0 | 13 | 13 | 5 | 7 | 4 | 2
CC(=O)Nc1nc(-c2ccc3c(c2)CCN3C(=O)C2CC2)c(C)s1 | -9 | 6 | 1 | 2 | 9 | 3 | 4 | 8 | -2
C=CCn1c(SCC(=O)NCc2ccco2)nc2ccccc2c1=O | 11 | . | 0 | 8 | . | . | -3 | 1 | -1
COC(=O)C1C(c2ccccc2)C(C(=O)N2CCN(C)CC2)C1c1ccccc1 (stereo unspecified) | -3 | 1 | 15 | -12 | 12 | 4 | 3 | -4 | 0
O=C(O)c1cccc(C(=O)Nc2cccc(NC(=O)C3CCCO3)c2)c1 (stereo unspecified) | -1 | 3 | -9 | -15 | 5 | 4 | -2 | -3 | -1
CCCNC(=O)c1nc2ncc(Br)cn2n1 | -17 | 7 | 10 | -9 | 2 | 0 | -1 | 4 | 1
CCOC(=O)c1cccc(NC(=O)Cn2nc(C)n3cccc3c2=O)c1 | -17 | 13 | 10 | -3 | 6 | -2 | 12 | -3 | -6
Cc1ccc(NC(=O)c2cccc(S(C)(=O)=O)c2)cc1 | -20 | 3 | 8 | 4 | -2 | 3 | 0 | 1 | -3
C=CCN1C(=O)C2(OCCO2)c2cc(C)ccc21 | -3 | 0 | 7 | -3 | 7 | 6 | 16 | 4 | 0
CN(C)c1ccc(C2OC(=O)C3(CCCC3)C(=O)C2(C)C)cc1 (stereo unspecified) | -2 | 8 | 14 | -12 | -5 | 2 | 3 | 0 | 1
CCN(CC)C(=O)CN(C#N)c1nc(OC)nc(N(C)C)n1 | 3 | -7 | 10 | -5 | -6 | 2 | -2 | -2 | -1
COc1cc2[nH]c(=O)n(CCC(=O)N3CCc4ccccc4C3)c(=O)c2cc1OC | 23 | -7 | 5 | 6 | 9 | 2 | 7 | 1 | 2
O=C(COc1ccc(F)cc1)N(Cc1ccc(Cl)cc1)C1CCS(=O)(=O)C1 (stereo unspecified) | 0 | -4 | -1 | -6 | 0 | 10 | 5 | 3 | 2
Cn1c(COc2ccccc2)nnc1SCc1cc(=O)[nH]c2ccccc12 | 7 | -1 | -6 | 7 | 4 | 5 | 11 | 6 | -3
C/C(CC(=O)NCc1ccco1)=N\NC(=O)c1ccc(Cl)cc1Cl | 4 | 7 | -12 | 10 | 1 | 0 | 3 | -4 | 1
C/C(=N\NC(=O)c1ccc(=O)[nH]n1)c1cccnc1 | -1 | -9 | 1 | -4 | 1 | -1 | 5 | 8 | -1
COc1ccc(C(=O)CCNc2ccc(F)cc2)cc1 | 7 | 7 | -3 | 3 | 5 | 3 | 3 | 4 | 1
COCCCNC(=O)c1ccc(Cn2c(=O)c3ccccc3n(CC(=O)NCCc3ccc(OC)c(OC)c3)c2=O)cc1 | 14 | 12 | -11 | 7 | 1 | 2 | -3 | 3 | 0
COc1cccc(NC(=O)CCC(=O)N2CC(C)Oc3ccc(C)cc32)c1 (stereo unspecified) | 11 | -6 | 14 | 8 | 4 | 3 | 0 | 3 | -1
O=C(OCn1nnc2ccccc2c1=O)c1ccc(S(=O)(=O)N2CCOCC2)cc1 | 2 | 2 | -6 | 4 | 9 | -2 | 5 | 2 | 3
CCN(CC)c1ccc(NC(=O)c2cccc(F)c2)c(C)c1 | 11 | -7 | 6 | 10 | 5 | 1 | -3 | 4 | -4
COC(=O)C1=C(C)N=C2SC(C#N)=C(N)N2C1c1ccc(OCc2ccccc2)cc1 (stereo unspecified) | -2 | 8 | 33 | 4 | 7 | -1 | 4 | 19 | -5
Cc1ccc(C)c(NC(=S)N2CCC(NC(=O)c3ccco3)CC2)c1 | -12 | -2 | 3 | -4 | 5 | 4 | 11 | 7 | 4
O=C(NCc1ccc2c(c1)OCO2)c1cccc(F)c1 | 4 | -6 | 2 | -2 | 2 | 4 | -4 | 0 | 3
COCCNC(=O)CN1C(=O)NC2(CCCCCC2)C1=O | 4 | 2 | -2 | -2 | 1 | 10 | 4 | 3 | 1

An excerpt of these results, with tabs.
smiles	ZTA counter	PAFAH2 FP inh	PREPL inh	EBNA-1 inhibitor	PAFAH1B3 FP inh	PAFAH1B2 FP inh	LYPLA2 inh	pPAFAH inh	LYPLA1 counter
Cn1c(COc2ccccc2)nnc1SCc1cc(=O)[nH]c2ccccc12	7	-1	-6	7	4	5	11	6	-3
C/C(CC(=O)NCc1ccco1)=N\NC(=O)c1ccc(Cl)cc1Cl	4	7	-12	10	1	0	3	-4	1
C/C(=N\NC(=O)c1ccc(=O)[nH]n1)c1cccnc1	-1	-9	1	-4	1	-1	5	8	-1
